Nrf2 inh: inhibitors of Nrf2 signaling. 360,000 compounds, 2.1% hits. A549 ARE-Fluc reporter, luciferase luminescence, 18-24 h. Potency, µM (series often up to 46 µM), for the others: at the top dose activity change, negative = inhibition, hits mostly inhibitors; also: potency is read from the fitted curve at half-maximal effect; % is scaled to controls: 0 for no effect and ±100 for the full control effect; nearly all actives have a fitted effect of over 60% in size
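Quantitative HTS in A549 cells stably bearing an antioxidant response element-firefly luciferase construct. Inhibition of Nrf2-driven transcription was scored by luminescence after 18-24 h of compound exposure at 37 °C.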
CCT modulator: cytosolic chaperonin activity modulation; purified chaperonin ATPase assay, HTRF ADP detection, 30 min; activity change, % (concentration not given with the values), hits read low; 360,000 compounds, 0.3% hits; in the data active = activity change below about -30%; also: % is scaled to controls: 0 for no effect and ±100 for the full control effect
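ATPase activity: ADP formed was measured by HTRF Transcreener (665/615 nm ratio) after 30 min at 37 deg C with 10 uM ATP. Compounds screened at one 76 uM concentration against 40 or 20 nM TRiC in Tris pH 7.4/KCl/MgCl2/DTT buffer.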
Abeta rescue: A-beta toxicity reversal in yeast; yeast expressing A-beta42, growth rescue, OD600, 48 h; response scale: 0% DMSO, 100% iron-clioquinol control; Potency, µM (doses to about 46.1 µM), inactives show top-dose growth rescue, actives largely listed as activators; 410,000 compounds, 0.063% hits; AID 1347071; also: potency is read from the fitted curve at half-maximal effect; nearly all actives have a fitted effect of over 55% in size
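Growth rescue measured by 600 nm absorbance after 48 h yeast culture at 30 C with compound. Values normalized between DMSO and an equimolar ferric chloride plus clioquinol control.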
TGFb SMAD3 inh: blocks TGF-b signaling; HepG2 CAGA-GFP TGF-b/SMAD3 reporter, GFP fluorescence, 18 h; TGF-beta stimulated, 500 pg/mL final; Potency, µM (series often up to 46.1 µM), for the others: top-dose activity, negative = inhibition, usual class: inhibitors; 410,000 compounds, 1.2% hits; AID 588855; also: potency is read from the fitted curve at half-maximal effect; % is scaled to controls: 0 for no effect and ±100 for the full control effect; nearly all actives have a fitted effect of over 65% in size
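Inhibition was scored as loss of TGF-beta-induced (500 pg/mL final, 18 hours, 37 degrees C) GFP in HEPG2 cells carrying a CAGA-GFP reporter, in DMEM with 1% FBS. Well GFP was summed per cell; Activity was normalised to unstimulated and stimulated DMSO wells, then concentration-response fitting.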
HepG2 tox: HepG2 cytotoxicity, counter-screen for TGF-b inhibitors; HepG2 CAGA-GFP viability, ATP luminescence, 18 h; Potency, µM (top dose mostly 46.1 µM), for inactives: at the highest dose activity change, negative = cytotoxicity, usual class: cytotoxic; 410,000 compounds, 0.76% hits; also: potency is read from the fitted curve at half-maximal effect; some results filed as inactive show a strong effect at the top dose
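HepG2 CAGA-GFP cells (1000/well, DMEM with 1% FBS) received compound, then TGF-beta at 500 pg/mL final, and were incubated 18 hours at 37 degrees C. Viability was read by CellTiter-Glo luminescence. Media-only wells were set as complete cell-killing and DMSO as no toxicity.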
Mm-Cpn inhibitor: blocks the Methanococcus maripaludis chaperonin Mm-Cpn; purified Mm-Cpn ATPase, ADP Transcreener TR-FRET; Potency, µM (highest dose often 76.9 µM), without a hit: top-dose activity, negative = inhibition, hits mostly inhibitors; 330,000 compounds, 0.031% hits; AID 504842; also: potency is read from the fitted curve at half-maximal effect; % is scaled to controls: 0 for no effect and ±100 for the full control effect; nearly all actives have a fitted effect of over 80% in size
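25 nM Mm-CPN + cpd, 10 min 37°C; + 10 uM ATP, 30 min 37°C; buffer 30 mM Tris pH 7.4, 100 mM KCl, 5 mM MgCl2, 1 mM DTT; Transcreener ADP HTRF detection 30 min RT.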
pAkt inh: Akt phosphorylation inhibition; Neuro2A IGF-stimulated pAkt S473 HTRF, 20 min; stronger effect = lower value; activity change, % for hits at 50 µM; 360,000 compounds, 0.32% hits; in the data active = activity change below about -80%; inconclusive = mostly about -51% to -80%; also: % is scaled to controls: 0 for no effect and ±100 for the full control effect
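Neuro2A cells in DMEM with 0.5% FBS, overnight at 37 deg C, given compound at single 50 µM final, then IGF (6 nM final) for 20 min at 37 deg C. Lysed; phospho-Akt Ser473 by HTRF after 24 h, 665/615 ratio.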
A549 tox: counter-screen for Nrf2 inhibitors: cytotoxicity in A549 cells; A549 ARE-Fluc cells, CellTiter-Fluor viability, 18-24 h; Potency, µM (top dose mostly 46 µM), for the others: at the top dose activity change, negative = cytotoxicity, most hits filed as inhibitors; 390,000 compounds, 0.16% hits; AID 504648; also: potency is read from the fitted curve at half-maximal effect; % is scaled to controls: 0 for no effect and ±100 for the full control effect
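A549 ARE_Fluc cells in 5% FBS OPTI-MEM were exposed to compounds in concentration-response for 18-24 h at 37 deg C. Viability was read by CellTiter-Fluor fluorescence (Ex 405/Em 525) after 30 min, before the luciferase read.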
Nrf2 ARE act: Nrf2 pathway activation | AREc32 ARE-luciferase reporter (MCF7-derived line), luminescence, 24 h | Potency, µM (series often up to 46.1 µM), without a hit: top-dose activation, usual class: activators | 410,000 compounds, 0.31% hits; also: potency is read from the fitted curve at half-maximal effect; % of control where 0% means no effect; nearly all actives have a fitted effect of over 65% in size
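Steps: seed AREc32_Fluc cells (1000/well, 5% FBS OPTI-MEM); incubate overnight at 37 deg C; add 23 nL compound; incubate 24 hr; add Steady-Glo; hold 30 min RT; read luminescence.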
The depositor's hits bear a star; i = inactive; u = inconclusive; x = no result given; [ ] = dose if it differs, or a comment. Unless noted, calls follow the shape of the dose curve; as a rule, active = well fitted curve in the direction sought with a large enough effect; inconclusive = small, poorly fitted or top-dose-only effect, or another doubt; inactive = no such curve, though single readings can be large; an effect the other way counts as inactive or inconclusive.

Molecule | pAkt inh | HepG2 tox | CCT modulator | Mm-Cpn inhibitor | Abeta rescue | Nrf2 inh | A549 tox | Nrf2 ARE act | TGFb SMAD3 inh
CCOC(=O)c1nnn2c1nc(N(CC)CC)c1ccccc12 | i | -39% | -0.4 | -11% | -15% | 4% | -1% | -0.8% | 0%
COc1cc(/C=C/c2nc(C#N)c(N3CCCCC3)o2)cc(OC)c1OC | x | -8% | x | x | -2% | 0% | 4% | 9.6% | 1%
CN1CCN(c2ccc(-c3cccc(NC(=O)COc4ccccc4)c3)nn2)CC1 | i | 0% | -2.7 | -3% | 8% | u | -4% | 0.0% | 0%
CC1(C)NC(C)(C)c2nonc2/C1=N\O | i | 2% | 1.2 | -2% | -3% | 1% | -13% | 0.2% | 0%
O=C(NCCc1ccc(C(F)(F)F)cc1)c1ccc(Cl)nc1 | i | 2% | 0.4 | 1% | 15% | u | -1% | -0.3% | -1%
Nc1nonc1-n1nnc(C(=O)c2ccccc2)c1-c1ccccc1 | i | -9% | -1.6 | -9% | 1% | x | 2% | 0.2% | u
CCOC(=O)c1c(C)[nH]c(C(=O)COC(=O)Cn2cc(C(F)(F)F)ccc2=O)c1C | i | -90% | -2.1 | 0% | -4% | 3% | 1% | 0.0% | 33%[activator]
O=C(c1ccccc1)N1N=C(c2ccccc2)CC1c1ccccc1O (stereo not given) | i | -186% | 1.6 | 0% | -39%[inhibitor] | u | u | -0.4% | u
CSc1cccc(NC(=O)c2ccc3c(c2)c(C)c(C)n3Cc2ccc(F)cc2)c1 | x | -21% | x | x | -15% | 26% | -16% | -0.5% | -23%
CCN(CC(=O)Nc1ccc(NC(C)=O)cc1)C(=O)c1c(C)nn(Cc2ccc(C)cc2)c1Cl | i | 2% | 0.4 | x | 8% | -10% | -2% | 0.2% | 8%
CC(=O)NC(=S)Nc1cccc([N+](=O)[O-])c1 | i | -6% | 0.4 | 4% | -16% | 15% | 0% | 2.5% | 7%
CCOC(=O)c1cn2nc(Oc3ccc(C(=O)OC)cc3)ccc2n1 | i | 12% | -2.6 | 4% | 1% | 11% | 2% | -0.5% | -24%
CC(Oc1ccccc1)C(=O)Nc1cccc(F)c1 (stereo not given) | i | -1% | -4.0 | 2% | 0% | u | -6% | 0.3% | 1%
COc1ccc(N(C)S(=O)(=O)c2c(C)[nH]c(=O)[nH]c2=O)cc1 | i | -7% | 0.1 | 0% | 8% | -27% | 4% | 0.4% | 13%
FC(F)C(F)(F)Oc1cccc(Nc2nccn3c(-c4cc(C(F)(F)F)cc(C(F)(F)F)c4)cnc23)c1 | i | -23% | -2.0 | x | -20% | x | x | 0.0% | 5%
CC(C)(C)c1ccc(CC(=O)N2CCC2(C)C(=O)NCc2ccc(Cl)cc2)cc1 (stereo not given) | i | -31% | -1.0 | x | 18% | x | x | 1.2% | u
COc1ccccc1N(C)S(=O)(=O)c1ccc(C(=O)NCCCN2CCCC2=O)cc1 | i | 2% | -0.8 | x | -1% | x | x | 0.5% | 1%
O=C(OCc1c(F)cccc1Cl)c1cnccn1 | i | -11% | -40* | 1% | -4% | -6% | 0% | -0.9% | -6%
O=C(c1ccc(CS(=O)(=O)c2c(Cl)cccc2Cl)o1)N1CCN(c2ccccn2)CC1 | i | 6% | -1.2 | 2% | -11% | -3% | -2% | -0.8% | 1%
CCC(C(=O)Nc1ccc(C(C)C)cc1)c1ccccc1 (stereo not given) | i | -10% | -0.4 | 0% | -8% | 8% | 1% | 0.6% | 0%
N=C1c2ccccc2CN1NC(=O)c1cccc(S(=O)(=O)N2CCCC2)c1 | i | -16% | -0.9 | -1% | 9% | -7% | -9% | -0.7% | -2%
COc1ccccc1C(NC(C)=O)c1c(O)ccc2ccc(O)cc12 (stereo not given) | i | 26% | 1.6 | x | 0% | 5% | 7% | 1.6% | 33%[activator]
COc1ccc(C)cc1S(=O)(=O)N(C)CC(=O)N1CCC(C(N)=O)CC1 | i | 7% | -0.6 | 1% | -2% | 4% | 3% | 0.6% | 15%
COc1cccc(OCC(=O)O/N=C(\N)c2ccc(OC)c(OC)c2)c1 | i | -20% | -2.6 | -2% | -15% | 8% | 0% | 3.6% | 4%
COc1ccc(Nc2ncnc3c2oc2ccccc23)cc1 | i | -22% | -0.5 | 1% | -18% | u | 2% | 6.8% | -10%
Cc1ccc(NC(=S)N/N=C/c2ccc(OCCC(C)C)cc2)c(C)c1 | i | -36% | -2.7 | 1% | 9% | 0% | 13% | 0.4% | u
CCOC(=O)c1c(NC(=O)c2cc(=O)c3cc(C)ccc3o2)sc2c1CCCC2 | x | 9% | x | x | -1% | 5% | 4% | -0.5% | 0%
Cc1ccc(NC(=O)c2cc3ccccc3cc2O)cc1 | i | -42% | 0.7 | -1% | 3% | u | u | 5.0% | u
COc1ccc(Cl)cc1-c1nc(-c2ccc(NC(=O)c3ccncc3)cc2)no1 | i | -38% | -0.3 | x | 12% | -18% | -1% | -0.2% | -17%
CCOc1cc(C=O)ccc1OCC(=O)N1CCCC1 | i | 3% | 0.3 | 0% | 8% | -4% | -4% | 0.9% | -2%
C=CCNC(=O)CSc1nnc(C(CC)N(C)C)n1C1CCCCC1 (stereo not given) | i | 4% | 1.4 | 0% | 9% | 24% | -12% | -0.9% | 1%
COC(=O)c1ccc(C(=O)OC)c(NC(=S)N2CCN(c3cccc(Cl)c3)CC2)c1 | i | 7% | 1.1 | -11% | -5% | -9% | 2% | 1.8% | u
O=S(=O)(c1ccc(Cl)cc1)N1CCN(c2nc(-c3ccc(F)cc3)nc3cc(Cl)ccc23)CC1 | x | 5% | x | x | x | 16% | 2% | x | 26%
COc1ccc(-c2csc3ncnc(Nc4ccc(OC)cc4OC)c23)cc1 | x | -31% | x | x | -2% | x | 6% | 5.7% | 30%
COc1ccc(C)cc1NC(=O)c1cnc2ccc(C)cn2c1=O | x | -18% | x | x | 3% | 15% | 0% | 9.2% | 4%
CCOC(=O)C1(Cc2cccc(OC)c2)CCN(CC(O)CO)CC1 (stereo not given) | i | 1% | -0.6 | 3% | 2% | 1% | 0% | -0.3% | 19%
CCCNC(=O)c1onc(CSc2ccc(Cl)cc2)c1C(=O)NCCOC | i | -2% | 0.1 | x | -4% | -6% | 0% | -0.3% | -2%
O=C(c1cc2c(s1)-c1ccccc1OC2)N1CCCC1 | i | -35% | -0.3 | -2% | -69%[inhibitor] | 2% | -8% | 4.5% | u
COc1ccc(OC)c(C2Nc3nc4ccccc4n3C(C)=C2C(=O)Nc2ccc(C)cc2C)c1 (stereo not given) | i | -9% | -2.4 | -1% | 1% | x | -14% | -0.8% | u
CCOc1ccc(N(CC(=O)Nc2ccccc2C(=O)NC(C)CC)S(C)(=O)=O)cc1 (stereo not given) | i | -6% | -11 | -4% | 8% | u | 1% | 0.6% | 1%
Cc1ccc(NCC(=O)Nc2ccc(F)c(Cl)c2)cc1S(=O)(=O)N1CCOCC1 | i | -13% | -1.3 | x | 5% | x | x | 4.1% | u
CCN(CC(=O)Nc1ccc(C)c(F)c1)CC(=O)NC(C)(C)C | i | -17% | 2.2 | 1% | -7% | 26% | 0% | -0.1% | 2%
CCCn1c(SCC(=O)N2CCN(CC)CC2)nc2c1c(=O)n(C)c(=O)n2C | i | -2% | 0.8 | -1% | -9% | 4% | 4% | 0.4% | -3%
CC(Nc1ncnc2c1cnn2-c1cccc(Cl)c1)c1ccccc1 (stereo not given) | x | -113% | x | x | -57%[inhibitor] | x | -16% | -1.0% | u
O=C(NCC1COCCO1)c1cc(COc2ccc(F)cc2F)on1 (stereo not given) | i | -1% | 0.1 | -2% | -13% | -4% | 5% | -1.2% | -3%
COc1ccc(OC)c(/C(O)=C/C(=O)C(=O)Nc2cc(C)cc(C)c2)c1 | -106%* | -22% | -0.4 | 0% | 3% | u | -21% | 3.7% | 1%
C/C(=C/c1ccccc1)C(=O)N1CCN(c2ccccc2)CC1 | i | -2% | -3.1 | -4% | u | 12% | 20% | 2.0% | 0%
O=C(Cc1ccccc1)Nc1ccc2c(c1)OC1(CCCC1)O2 | i | 6% | -2.8 | 1% | -3% | u | 2% | 2.9% | -1%
Cc1cccc(OCc2nnc(SCC(=O)N3CC(=O)Nc4ccccc43)o2)c1 | i | 1% | -0.9 | 1% | 9% | u | -9% | -0.2% | -11%
COc1ccc(CCNC(=O)C2CCN(C(=O)c3ccc([N+](=O)[O-])cc3)CC2)cc1 | i | 2% | -1.7 | 1% | 3% | -8% | 11% | 0.1% | -12%
CCc1ccc(C2CC(=O)c3c([nH]c(C(=O)OC4CCC(C)CC4)c3C)C2)cc1 (stereo not given) | x | 5% | x | x | -15% | 10% | 4% | -0.7% | 14%
O=C(/C=C\c1ccc2c(c1)OCO2)NC1CC(=O)N(c2ccc(Cl)cc2)C1 (stereo not given) | x | -22% | x | x | -4% | x | 3% | -1.4% | 0%
Cn1c(Cn2c(=O)sc3ccccc32)nnc1SCC(=O)NCc1ccccc1 | i | -16% | 1.1 | 1% | -12% | x | 1% | 23% | u
Cc1cc(NC(=O)c2cccc(S(=O)(=O)N3CC(c4ccccc4)CC3=O)c2)no1 (stereo not given) | i | 12% | -0.7 | 0% | 0% | u | 0% | 0.2% | -7%
Cc1cc(C)c2nc(SCCc3ccccc3)nc(C)c2c1 | i | -9% | -0.4 | 1% | 11% | x | 12% | -0.2% | 5%
O=C(NCC1CCCO1)C1CCCN1C(=O)NC1CCCCC1 (stereo not given) | i | 5% | -13 | 1% | 5% | 5% | -2% | -0.4% | -22%

Compound activity deposited in PubChem BioAssay by National Center for Advancing Translational Sciences (NCATS).
